Assay outcomes deposited in PubChem by several laboratories.
HGIII-sPLA2 inh: Blocks human group III sPLA2 activity. hit rate 0.56% among 370,000. QFRET BODIPY PC-A2 liposome hydrolysis, fluorescence. inhibition, % at 12.2 µM. Q9NZ20. AID 743126;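 active = inhibition above mean plus 3 SD of compounds lying within the high and low control bounds, cut at about 19% in these data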;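 also: 0% = median of test compound wells and 100% = no enzyme DMSO wells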
ARFGAP1 inh: rat ARFGAP1 inhibition; Q62848; Arfgap1-stimulated ARF1 GTP hydrolysis, GDP FP detection; inhibition, % at 16.5 µM; hit rate 0.26% among 360,000; AID 651572;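 active = inhibition above a per-plate limit, mean inhibition of low control wells plus 3 SD, cut at about 25% in these data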;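 also: 0% = DMSO wells with enzyme and 100% = wells lacking Arfgap1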
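System: truncated rat Arfgap1 GAP domain / Medium: HEPES-based buffer, pH 7.5 / Also added: N-terminally truncated human ARF1-GTP substrate / Incubation: enzyme reaction 120 min at 25 °C after 20 min preincubation / Measured by: FP of antibody-bound GDP Alexa 633 tracer, ex 620/em 688 nm / Replicates: singlicate, each compound tested once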
PLCb3 inh: blocks human PLC-beta3 enzyme activity. Q01970. Purified PLC-beta3, fluorogenic substrate, fluorescence. inhibition, % at 12.2 µM. hit rate 0.18% among 370,000; in the data active = inhibition above about 11%;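 also: 0% = median of compound wells on plate and 100% = full blocker control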
DDE Tn7 FP inh: DD(E)-Tn7 binding inhibition, primary FP screen; FP displacement of FITC-Tn7 peptide from fibrin DD(E); 0% = median of compound wells per plate; P02675; inhibition, % at 8.3 µM; hit rate 0.13% among 370,000;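 active = inhibition above the mean of compounds falling within the control limits plus 3 SD of them, cut at about 14% in these data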;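 also: 0% = plate median of compound wells and 100% = 10 µM Aha-Tn7 peptide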
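Also added: labelled Tn7 tracer, 0.1 µM; Assay system: human fibrin DD(E) protein; Amount: 2 µM fibrin DD(E); Schedule: 10 min compound pre-incubation, 3 h probe incubation at room temperature; Repeats: one replicate per compound; Read-out basis: percent inhibition; Measured by: fluorescence polarization of the labelled Tn7 tracer.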
ASAP1 GAP inh: ASAP1 ArfGAP inhibition | inhibition, % at 16.5 µM | hit rate 0.19% among 360,000 | ASAP1-stimulated ARF1 GTP hydrolysis, GDP FP detection; in the data active = inhibition above about 25%;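 also: 0% = vehicle with enzyme and substrate and 100% = no enzyme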
PLCg1 inh: inhibitors of human phospholipase C gamma1 | P19174 | purified PLC-gamma1, fluorogenic substrate, fluorescence | inhibition, % at 12.2 µM | hit rate 0.84% among 370,000; in the data active = inhibition above about 9.5%
DDE Tn6 FP inh: disrupts Tn6 cyclic peptide binding to fibrin D-Dimer-E complex | P02675 | Fibrin DD(E) TRITC-Tn6 fluorescence polarization displacement | inhibition, % at 8.3 µM | hit rate 0.21% among 370,000;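 active = inhibition above a per-campaign cutoff: mean of compounds within control limits plus 3 SD, cut at about 15% in these data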;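 also: 0% = median of all compound wells on the plate and 100% = blocking peptide control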
Rev-erbA mod: modulators of human Rev-erb alpha DNA binding. activity, % at 10 µM. Rev-erbα–FITC-DNA binding, fluorescence polarization, 90 min. hit rate 0.79% among 370,000;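 active = activity above about 14%, limit read from the data; passing the limit was not always enough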;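 also: 0% = DMSO wells with 35 nM protein and 100% = DMSO wells with 750 nM protein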
KLK7 zymogen act: activators of human kallikrein-7 zymogen; P49862; purified proKLK7, EDANS-DABCYL substrate fluorescence; 100% is mature enzyme control, 0% vehicle; AID 652039; hit rate 0.9% among 370,000; activation, % at 7 µM;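 active = activation above the mean of all tested compounds plus 3 SD, computed per campaign excluding outliers beyond control limits, cut at about 13% in these data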
Target sequence (P49862 whole entry, looked up): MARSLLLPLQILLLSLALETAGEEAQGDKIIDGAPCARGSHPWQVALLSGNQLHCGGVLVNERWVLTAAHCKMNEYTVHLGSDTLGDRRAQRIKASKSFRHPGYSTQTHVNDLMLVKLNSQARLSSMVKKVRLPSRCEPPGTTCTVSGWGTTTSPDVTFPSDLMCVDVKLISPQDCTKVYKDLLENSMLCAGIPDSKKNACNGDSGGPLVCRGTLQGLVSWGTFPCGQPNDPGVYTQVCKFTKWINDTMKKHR
UHRF1 MBD2 ctr: blocks human UHRF1 binding to methylated DNA; AID 687016; UHRF1 binding to methylated oligo, TR-FRET; hit rate 0.75% among 370,000; inhibition, % at 4.4 µM; in the data active = inhibition above about 21%;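 also: UHRF1 SRA domain binding a hemimethylated CpG hairpin DNA probe; 0% = median of test compound wells and 100% = reference inhibitor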
Target sequence (Q96T88 whole entry, looked up, the tested form may be a part): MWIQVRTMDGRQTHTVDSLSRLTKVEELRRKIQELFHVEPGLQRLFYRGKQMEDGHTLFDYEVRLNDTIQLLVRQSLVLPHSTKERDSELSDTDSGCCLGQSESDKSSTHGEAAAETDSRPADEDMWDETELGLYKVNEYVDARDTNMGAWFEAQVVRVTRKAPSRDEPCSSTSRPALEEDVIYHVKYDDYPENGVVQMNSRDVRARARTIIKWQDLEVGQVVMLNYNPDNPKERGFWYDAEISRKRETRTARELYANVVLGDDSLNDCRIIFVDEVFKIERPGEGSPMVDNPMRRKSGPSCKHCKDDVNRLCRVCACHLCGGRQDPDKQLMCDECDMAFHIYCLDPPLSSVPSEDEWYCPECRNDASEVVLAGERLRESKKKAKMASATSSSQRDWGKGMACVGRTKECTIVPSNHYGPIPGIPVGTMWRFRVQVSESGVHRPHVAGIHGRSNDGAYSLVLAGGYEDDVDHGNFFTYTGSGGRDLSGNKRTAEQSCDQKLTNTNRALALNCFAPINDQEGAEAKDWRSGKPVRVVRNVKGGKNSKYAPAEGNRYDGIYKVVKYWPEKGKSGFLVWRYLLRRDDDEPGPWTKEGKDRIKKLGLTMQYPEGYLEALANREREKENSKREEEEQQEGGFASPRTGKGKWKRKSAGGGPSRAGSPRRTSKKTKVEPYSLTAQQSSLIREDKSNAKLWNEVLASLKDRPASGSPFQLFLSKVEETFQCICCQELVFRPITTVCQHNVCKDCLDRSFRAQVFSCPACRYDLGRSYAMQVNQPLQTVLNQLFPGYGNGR
* marks the source's active call; other numbers are inactive results; · = not tested or not shown.

SMILES	HGIII-sPLA2 inh	ARFGAP1 inh	PLCb3 inh	DDE Tn7 FP inh	ASAP1 GAP inh	PLCg1 inh	DDE Tn6 FP inh	Rev-erbA mod	KLK7 zymogen act	UHRF1 MBD2 ctr
Cc1ccc(-c2nnn(CC(=O)Nc3nnc(C(C)C)s3)n2)cc1	2	16	-3	-7	9	2	-2	-3	0.2	1
CN1CCCC(OC(=O)COc2ccc(Br)cc2)C1 (stereo not given)	1	9	2	0	4	2	-6	1	-0.3	0
Cc1ccccc1OCCn1cc(C=O)c2ccccc21	-16	-1	-6	-10	2	0	1	0	-0.2	-5
O=C(N/N=C/c1ccccn1)c1cccnc1	3	2	-14	2	-6	0	-4	0	-0.4	1
COc1cc(/C=c2\s/c(=C(/C#N)C(=O)N3CCCC3)n(-c3ccccc3)c2=O)ccc1O	0	16	-19	-8	2	-14	-4	8	0.5	-5
Cc1cccc(C)c1NS(=O)(=O)c1ccc(OCCNS(C)(=O)=O)cc1	-3	-2	5	-10	-4	5	3	-1	0.4	2
Cc1cccc(Cn2cc(COC(=O)NCCc3c[nH]c4ccccc34)nn2)c1	-89	·	-4	-1	·	-4	-2	-5	0.2	2
O=C(NCCC(c1ccccc1)c1ccccc1)c1ccc(Br)o1	-11	-10	3	8	2	1	7	0	0.0	-3
O=[N+]([O-])c1ccc(N2CCN(Cc3cccc([N+](=O)[O-])c3)CC2)cc1	0	-14	-4	0	-7	0	-3	2	-0.4	-3
Cc1ccc(CCN2CC(C(=O)NCCCN3CCC(C)CC3)CC2=O)cc1 (stereo not given)	0	-2	-6	2	-9	4	-7	-6	-0.2	-2
COc1ccccc1OCCSc1nnnn1-c1ccc(C)cc1	-9	4	2	-4	-4	1	2	3	-0.2	-2
Cc1cc(NC(=O)CN2C(=O)CCSc3ccccc32)no1	0	-1	0	8	-18	0	-3	-8	-0.2	0
COCCn1c(SCC(=O)N2CCCCCC2)nc2c(c1=O)SCC2	5	-1	-4	3	-7	2	4	0	-0.5	-3
O=C(Nc1ccc(S(=O)(=O)N2CCOCC2)cc1)C1CCCCC1	0	-1	8	0	3	2	2	0	-0.5	-1
CC(C)c1ccc(/C=C2\SC(=O)N(CC(=O)NC3CCS(=O)(=O)C3)C2=O)cc1 (stereo not given)	-20	-2	-6	0	6	-1	2	5	-1.0	-1
COc1ccc(Cl)cc1NC(=S)N(Cc1cccnc1)Cc1ccco1	1	-10	-5	1	1	-2	10	-4	0.0	-1
Cc1noc(C)c1C(=O)Nc1cc(S(=O)(=O)N2CCCCC2)ccc1N(C)C	-2	16	-3	-5	-7	0	1	1	0.7	-3
CCOc1ccc(NS(=O)(=O)c2cc(C(=O)NCCCN3CCCC3=O)ccc2C)cc1	-1	0	-3	-2	3	0	-8	2	0.2	-1
CC1(C)Cc2c(c(-c3ccco3)nc3sc4c(NCC5CCCO5)ncnc4c23)CO1 (stereo not given)	10	-7	-111	-13	-7	-82	-1	-2	-6.0	1
CCn1cc(C(=O)Nc2ccccc2C(=O)OC)cn1	-5	-9	-5	4	-10	1	2	-2	-0.8	3
NS(=O)(=O)c1ccc(NC(=O)CSc2ccc3ccccc3n2)cc1	-20	7	3	-4	-2	-2	2	7	0.6	-2
COc1ccc(CCNC(=O)COC(=O)Cc2ccccc2[N+](=O)[O-])cc1	-3	-13	2	-8	-11	0	8	1	0.5	9
CCOc1ccc(C(=O)COC(=O)c2nc3nccc(C)n3n2)cc1	-2	1	-4	2	4	-1	-7	4	-0.5	-1
CCOC(=O)N(NC(=O)C(O)(CC(C)C)CC(C)C)c1ccccc1	2	-8	3	2	13	0	4	-3	0.0	-4
COc1cc(C(C)=O)ccc1OCC(=O)Nc1ccc(S(=O)(=O)N2CCCCC2)cc1	-14	-13	-4	5	-18	-3	3	-8	0.1	2
CCC(Oc1ccccc1OC)C(=O)N1CC(=O)Nc2ccccc21 (stereo not given)	5	-21	-7	2	10	0	-7	-5	-0.2	1
COc1cc(/C=C(\C#N)C(=O)c2ccc(O)c(O)c2)cc(I)c1O	-24	-5	-1	3	-18	10*	0	-8	1.1	58*
CC12C=CC(=O)C=C1CCC1C2C(=O)C[C@@]2(C)C1CCC2(O)C(=O)CO (stereo not given in full)	0	13	3	-3	4	0	-3	4	0.5	0
CC[C@@H]1C/C=C\Cc2ccccc2[C@H](C(=O)C[C@@H](O)CC(C)=O)OC1=O	-5	0	-9	-4	14	-13	-5	0	0.0	2
C[C@H](CO)N1C[C@H](C)[C@H](CN(C)C(=O)Nc2cccc3ccccc23)OCc2cnnn2CCCC1=O	4	-3	-19	4	1	-16	-3	-2	-3.4	-2
O=C(NCCO)c1cc2c([nH]c3ccccc32)c(-c2ccc(F)cc2)n1	-7	8	-123	-4	-1	-84	-5	-2	0.3	-3
CCOc1ccc(OCC)c(NC(=O)C2CCN(S(=O)(=O)c3c(C)[nH]c(=O)[nH]c3=O)CC2)c1	0	-1	3	-7	-5	1	3	2	-0.3	0
Cc1cccnc1C(NC(=O)C1CCN(CCOc2ccc(F)cc2)CC1)c1ccc(Cl)cc1 (stereo not given)	-18	-7	5	3	3	7	4	1	0.0	3
COCCn1nnnc1C(C(C)C)N(Cc1cccnc1)Cc1ccccc1Cl (stereo not given)	-6	15	2	5	0	8	4	1	-1.0	-2
Cc1ccc(C(=O)Nc2ccc(Nc3ccccc3)cc2)c(Cl)c1	7	-8	-14	4	-2	-10	3	0	-0.6	-2
CCCCOC(=O)Cn1c(=O)n(CC(=O)OCCCC)c2cc(C)ccc21	-4	-16	-2	3	5	1	2	2	0.2	5
COCCN(CC(=O)Nc1cccc(C)c1C)C(=O)c1cc2c(s1)CCC2	0	0	-9	-2	13	-3	8	0	-0.5	-1
CC1CCN(S(=O)(=O)c2cc(C(=O)N3CCN(c4ccccc4)CC3)ccc2Br)CC1	3	12	-1	-1	6	-4	-10	3	-0.4	4
COc1ccc(F)cc1COc1nc(C)nc2ccccc12	1	1	-4	0	2	-1	3	1	-0.2	0
CC(=O)Nc1ccc(NS(=O)(=O)c2cc(Cl)sc2Cl)cc1	3	0	-2	-3	2	4	2	4	-0.6	2
COc1ccc(NC(=O)CN2C(=O)C(C)Oc3ccccc32)c(OC)c1 (stereo not given)	-4	-2	2	-5	-5	1	6	2	0.9	-2
CCCCc1ccc(-c2csc(/C(C#N)=C/c3ccc(C)o3)n2)cc1	4	-4	-34	3	1	-28	5	-7	0.4	-4
CCOCC(=O)Nc1ccccc1C(=O)OCC	-1	-4	3	-2	2	1	3	1	0.1	3
O=[N+]([O-])c1ccc(N2CCc3ccccc3C2)cc1	3	-1	-3	-4	3	1	-12	1	0.0	-2
CN(Cc1ccccn1)Cc1nc(-c2ccc(Cl)cc2)no1	-1	1	-18	-4	-7	-10	-4	-8	0.9	-1
O=C(NCc1ccccc1)c1cc[n+](Cc2ccccc2)cc1	5	-6	-2	-4	0	4	-3	1	0.2	0
Cc1c(Nc2nc3ccccc3nc2NS(=O)(=O)c2cccc(Cl)c2)c(=O)n(-c2ccccc2)n1C	-4	-10	-5	5	6	-4	6	0	1.0	4
COc1ccc(Cl)cc1NC(=O)CSc1nncn1-c1cccnc1	-3	2	2	5	4	2	-4	4	0.2	5
O=C(Nc1ccn(Cc2c(F)c(F)c(F)c(F)c2F)n1)c1cccc(Cn2cc([N+](=O)[O-])cn2)c1	-2	0	1	0	-1	-1	-8	-5	0.5	2
COc1ccc(N2CCN(C(=O)COC(=O)/C=C/c3ccc(OC(F)F)cc3)CC2)cc1	12	-2	-4	-6	-6	4	2	-5	0.6	1
CCc1cc(C(=O)N2CCN(c3ncccn3)CC2)sc1C	-5	9	-8	0	3	-5	2	3	0.1	0
Cc1ccc(CNC(=O)CSc2nnc3n2CCCCC3)cc1	3	-4	-9	-5	-2	-1	-2	0	0.9	1
Cc1cc(C)nc(CCNC(=O)CC2C(=O)NCCN2Cc2ccccc2)n1 (stereo not given)	7	-7	-19	-3	0	-10	-6	-2	-0.1	0
COc1ccc(-c2cc(C(F)(F)F)n3ncc(C(=O)O)c3n2)cc1OC	2	4	-123	-1	-8	-99	-4	5	0.7	0
Cc1ccc(-c2csc(NC(=O)C3=NN(C4CCS(=O)(=O)C4)C(=O)CC3)n2)cc1 (stereo not given)	0	0	-10	4	17	-2	6	-26	-2.9	0
O=C(Nc1ccccc1OC(F)F)c1cccc(S(=O)(=O)N2CCCC2)c1	-3	-4	-4	5	-1	0	8	-1	-0.4	-1
CSc1ccccc1NC(=O)Cc1ccccc1	6	10	-7	3	8	1	0	4	-0.1	23*
Cc1cccc(C)c1-n1nnnc1C1(C)CCC(=O)N1CCCN1CCOCC1 (stereo not given)	-2	4	1	4	-12	2	-3	-1	-0.2	-3
O=C(O)c1nn(-c2cccc(Cl)c2)c(=O)cc1O	5	-1	2	8	13	-2	8	-2	0.0	1
OC(c1cccc(F)c1)c1ncc(-c2ccc(Oc3ccccc3)cc2)[nH]1 (stereo not given)	-10	10	-14	-5	17	-13	-2	-2	0.9	-2

Entries from the list above with a furan ring, fused or not (4):
SMILES	HGIII-sPLA2 inh	ARFGAP1 inh	PLCb3 inh	DDE Tn7 FP inh	ASAP1 GAP inh	PLCg1 inh	DDE Tn6 FP inh	Rev-erbA mod	KLK7 zymogen act	UHRF1 MBD2 ctr
O=C(NCCC(c1ccccc1)c1ccccc1)c1ccc(Br)o1	-11	-10	3	8	2	1	7	0	0.0	-3
COc1ccc(Cl)cc1NC(=S)N(Cc1cccnc1)Cc1ccco1	1	-10	-5	1	1	-2	10	-4	0.0	-1
CC1(C)Cc2c(c(-c3ccco3)nc3sc4c(NCC5CCCO5)ncnc4c23)CO1 (stereo not given)	10	-7	-111	-13	-7	-82	-1	-2	-6.0	1
CCCCc1ccc(-c2csc(/C(C#N)=C/c3ccc(C)o3)n2)cc1	4	-4	-34	3	1	-28	5	-7	0.4	-4

Other entries follow:
SMILES	HGIII-sPLA2 inh	ARFGAP1 inh	PLCb3 inh	DDE Tn7 FP inh	ASAP1 GAP inh	PLCg1 inh	DDE Tn6 FP inh	Rev-erbA mod	KLK7 zymogen act	UHRF1 MBD2 ctr
Nc1[nH]c(C(=O)c2ccc(Br)cc2)c(-c2ccc(Br)cc2)c1C(=O)NCc1cccc2ccccc12	4	-7	-5	11	3	0	-1	-3	0.0	-3
O=C(O)c1ccc(OCC(O)Cn2cnc3ccccc32)cc1 (stereo not given)	-2	-15	2	-6	2	3	3	-4	-0.2	-1
COc1ccc(C(C)(C)C)cc1NC(=O)COc1ccc(-c2nnco2)cc1	5	-5	-5	-3	-2	4	-4	1	0.6	0
Oc1ccc(C=Nc2cccc3ccccc23)c(O)c1	0	2	-92	-6	9	-72	3	1	-22	-12
O=S(=O)(c1ccc(F)cc1)N1CCN(CC(O)COc2ccccc2F)CC1 (stereo not given)	-4	-11	4	6	-2	1	7	8	0.4	-2
